uPA surface inh: inhibitors of cell surface uPA generation. actives 0.31% (n = 330,000). cell surface uPA generation assay, qHTS. Potency, µM (doses to about 38.3 µM), inactives show top-dose activity change, negative = inhibition, hits mostly inhibitors; active = well fitted inhibition curve with a large enough effect; inconclusive = small, poorly fitted or top-dose-only effect; inactive = no such curve, though single readings can be large or run the other way; tested in mouse RAW 264.7 cells; note: potency is the fitted concentration of half-maximal effect; % is set by controls: 0 for no effect and ±100 for the full control effect; nearly all actives have a fitted effect of over 55% in size
Tb PFK inh: blocks T. brucei phosphofructokinase | O15648 | T. brucei PFK, ADP-Glo luminescence | Potency, µM (doses to about 57.5 µM), without a hit: at the top dose activity, negative = inhibition, actives largely listed as inhibitors | actives 0.17% (n = 330,000);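 note: potency is the fitted concentration of half-maximal effect; 0% = uninhibited 1x PFK enzyme wells and -100% = no-enzyme wells; nearly all actives have a fitted effect of over 60% in size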
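In TEA buffer at pH 8.0 with 5 mM MgCl2, enzyme (1.25 nM) converted F6P (0.5 mM) and ATP (0.1 mM) for 45 min at room temperature. ADP product was read by luciferase luminescence.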
Gal4-VP16 FLuc: counter-screen for ROR gamma inhibitors: Gal4-VP16 reporter. Drosophila S2 Gal4-VP16 UAS-luciferase, luminescence, 20 h. Potency, µM (top dose mostly 53.6 µM), for the others: at the top dose activity, negative = inhibition, usual class: inhibitors. actives 3.5% (n = 310,000). AID 2546;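 note: Gal4-VP16 expression switched on by copper sulfate through the metallothionein promoter; potency is the fitted concentration of half-maximal effect; % is set by controls: 0 for no effect and ±100 for the full control effect; nearly all actives have a fitted effect of over 50% in size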
Giardia killer: Giardia lamblia killing. Giardia lamblia trophozoite viability. activity change, % at 7.66 µM, hits read low. actives 0.15% (n = 340,000). AID 540267; in the data active = activity change below about -80%; inconclusive = between about -30% and that limit;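 note: parasites exposed to compound for two days anaerobically before the ATP read; % is set by controls: 0 for no effect and ±100 for the full control effect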
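Media and compound were dispensed first, then trophozoites at 100 cells/well; plates sat 48 hrs at 37 deg C without oxygen before ATP luminescence reagent was added and read after 15-30 min at room temperature.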
NPC1 prom act: activators of NPC1 promoter. Huh7 NPC1 promoter luciferase reporter, 24 h. Potency, µM (doses to about 9.22 µM), without a hit: at the highest dose activation, most hits filed as activators. actives 2.4% (n = 320,000). AID 485313;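 note: potency is the fitted concentration of half-maximal effect; % of control where 0% means no effect; nearly all actives have a fitted effect of over 60% in size; reporter is driven by a mutant NPC1 promoter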
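Stably transfected Huh7 (NPC1 promoter→luciferase), 1500 cells/well in Opti-MEM + 10% FBS, 2 h settle, then compound 24 h at 37 °C. Luminescence after 10 min with Amplite reagent.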
Coupling enz: inhibits coupling enzyme system, counter-screen for aldolase hits; coupling enzyme system counterscreen, AmpLite Red fluorescence; activity change, negative = inhibition, % at 58.2 µM, hits read low; actives 0.67% (n = 290,000); in the data active = activity change below about -30%; note: % is set by controls: 0 for no effect and ±100 for the full control effect
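First, compound is pin-transferred into glyceraldehyde-3-phosphate coupling-enzyme reagent at 57.5 uM final and held 10 min at RT. Next, substrate, coupling system and AmpLite Red are added. After 20 min RT, fluorescence (525/598 nm) is read.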
ELG1 genotoxic: genotoxicity induction in ELG1-luciferase HEK293T cells; actives 1.3% (n = 330,000); HEK293T ELG1-luciferase reporter, luminescence, 16 h; AID 504466; Potency, µM (titrated, usually from 46 µM), without a hit: at the highest dose activity change, positive = activation, most hits filed as activators; note: potency is the fitted concentration of half-maximal effect; % of control where 0% means no effect; nearly all actives have a fitted effect of over 60% in size
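Genotoxic stress is detected as increased luminescence from luciferase-tagged ELG1 in HEK293T cells, measured with ONE-Glo after a 16 hr treatment at 37 °C.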
FLuc counter: counter-screen for miR-21 project: firefly luciferase inhibitors or activators. purified FLuc, Km substrates, luminescence inhibition. Potency, µM (top dose mostly 57.5 µM), for the others: top-dose activity change, negative = inhibition, hits mostly inhibitors. P08659. actives 6.9% (n = 360,000). AID 588342;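 note: potency is the fitted concentration of half-maximal effect; plate controls were vehicle for no effect and reference inhibitor for full effect; nearly all actives have a fitted effect of over 55% in size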
Target sequence (P08659 whole entry, looked up): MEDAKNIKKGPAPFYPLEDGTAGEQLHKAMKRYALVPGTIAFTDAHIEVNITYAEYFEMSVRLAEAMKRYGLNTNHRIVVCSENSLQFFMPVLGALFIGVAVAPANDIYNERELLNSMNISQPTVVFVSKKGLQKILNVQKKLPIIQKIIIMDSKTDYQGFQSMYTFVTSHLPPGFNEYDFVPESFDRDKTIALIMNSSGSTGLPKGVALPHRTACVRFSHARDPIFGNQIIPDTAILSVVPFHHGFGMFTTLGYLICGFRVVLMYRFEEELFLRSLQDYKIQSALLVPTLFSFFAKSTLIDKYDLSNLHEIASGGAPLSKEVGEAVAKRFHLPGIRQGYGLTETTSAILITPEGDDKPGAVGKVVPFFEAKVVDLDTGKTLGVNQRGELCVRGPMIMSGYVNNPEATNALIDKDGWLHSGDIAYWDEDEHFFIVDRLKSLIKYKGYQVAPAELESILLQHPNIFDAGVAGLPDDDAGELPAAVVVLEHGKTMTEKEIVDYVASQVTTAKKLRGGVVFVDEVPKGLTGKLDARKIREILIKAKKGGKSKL
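Purified P. pyralis luciferase, 10 nM final, with Km-level 10 uM D-luciferin and 10 uM ATP in 50 mM Tris acetate pH 7.5, 10 mM Mg acetate, 0.01% Tween-20, 0.05% BSA; 6-point qHTS titration about 60 µM downward; luminescence read.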
Rab9 prom act: activates the Rab9 promoter | Huh7 Rab9 promoter-luciferase reporter, luminescence, 24 h | Potency, µM (top dose mostly 9.22 µM), for the others: at the top dose activation, negative = inhibition, hits mostly activators | actives 2.8% (n = 320,000) | AID 485297; note: potency is the fitted concentration of half-maximal effect; % of control where 0% means no effect; nearly all actives have a fitted effect of over 60% in size
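Quantitative HTS format; Huh7 Rab9-luciferase reporter cells (1500/well) receive compound 2 h post-plating, incubate 24 h at 37 °C, then get luciferase reagent for 10 min before luminescence reading.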
KCNH2 3.1 inh: KCNH2 3.1 (human) potassium channel inhibition; activity change, % (tested at about 1.8 µM); U2OS KCNH2 3.1, thallium flux FluxOr; hits give low values; AID 720553; actives 0.95% (n = 340,000);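 active = maximum activity change below -70%; inconclusive = maximum activity change from -70% to -50%; inactive = maximum activity change above -50%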;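 note: thallium influx rate constant from kinetic fluorescence after stimulation buffer; % is set by controls: 0 for no effect and ±100 for the full control effect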
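Channel expression came from 3.1 mutant virus (1.77 x 10^8 /mL) applied to suspended U2OS cells for 4 h. Flux was tracked with FluxOr dye plus Red40 quencher, and kinetic rate constants normalized to controls.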
RORg inh: ROR gamma (mouse) transcription inhibition. P51450. Potency, µM (titrated, usually from 53.6 µM), inactives show at the highest dose activity change, negative = inhibition, most hits filed as inhibitors. actives 5.4% (n = 310,000). Drosophila S2 Gal4-RORgamma UAS-luciferase reporter, 20 h; note: potency is the fitted concentration of half-maximal effect; % is set by controls: 0 for no effect and ±100 for the full control effect; nearly all actives have a fitted effect of over 60% in size
Target sequence (P51450 whole entry, looked up, the tested form may be a part): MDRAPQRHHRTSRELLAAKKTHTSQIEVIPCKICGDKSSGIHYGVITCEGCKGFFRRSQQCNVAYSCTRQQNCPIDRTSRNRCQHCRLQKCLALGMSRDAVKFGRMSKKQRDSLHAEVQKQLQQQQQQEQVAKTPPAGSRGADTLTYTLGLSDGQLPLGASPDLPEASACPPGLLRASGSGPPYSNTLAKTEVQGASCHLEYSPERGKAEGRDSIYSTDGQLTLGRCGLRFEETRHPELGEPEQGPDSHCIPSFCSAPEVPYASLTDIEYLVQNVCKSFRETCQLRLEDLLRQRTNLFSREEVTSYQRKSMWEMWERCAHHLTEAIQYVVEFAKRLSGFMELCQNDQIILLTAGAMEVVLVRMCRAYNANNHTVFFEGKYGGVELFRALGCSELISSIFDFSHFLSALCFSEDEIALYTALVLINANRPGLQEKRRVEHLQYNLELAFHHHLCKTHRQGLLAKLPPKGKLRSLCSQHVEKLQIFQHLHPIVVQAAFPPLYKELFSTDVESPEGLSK
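Stable Schneider cell line, Gal4 DNA-binding domain fused to ROR gamma, UAS-luciferase. Cmpd 1 hr RT → CuSO4 700 uM final → 20 hr RT → luciferase reagent 10 min → luminescence.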
An asterisk follows results filed as active; ? = inconclusive; nt = not tested or not shown; & = joins results of further samples; [ ] = dose if it differs, or a comment. Unless noted, calls come from the whole dose curve; as a rule, active = well fitted curve in the direction sought with a large enough effect; inconclusive = small, poorly fitted or top-dose-only effect, or another doubt; inactive = no such curve, though single readings can be large; an effect the other way counts as inactive or inconclusive.

SMILES	uPA surface inh	Tb PFK inh	Gal4-VP16 FLuc	Giardia killer	NPC1 prom act	Coupling enz	ELG1 genotoxic	FLuc counter	Rab9 prom act	KCNH2 3.1 inh	RORg inh
Cc1nnc(NC(=O)c2ccc(S(=O)(=O)N3CCCCC3)cc2)s1	12%	4%	nt	-11	nt	nt	3%	nt	nt	-13	nt
Cc1cc(CCN2CCC(=O)NC2=O)ccc1OC(C)C	2%	2%	18%	13	4%	4	8%	0%	6%	-6	24%
CC(CCc1ccccc1)NC(=O)COC(=O)c1ccc(F)cc1 (centres undefined)	2%	-1%	-2%	-2	-2%	1	0%	-4%	0%	1	-11%
COc1ccccc1NS(=O)(=O)c1ccc(C)c(C(=O)NC2=NCCS2)c1	-9%	4%	nt	?	-4%	nt	-2%	-2%	-4%	4	nt
NS(=O)(=O)c1ccc(N2N=C(c3ccccc3)CC2c2ccccc2)cc1 (centres undefined)	0%	0%	?	?	-2%	2	-4%	0%	-3%	-4	4%
Cn1ccnc1SCC(=O)Nc1ccc([N+](=O)[O-])cn1	7%	-2%	nt	-4	1%	3	2%	4%	2%	-8	nt
O=C(CCc1ccccc1)Nc1ccc(N2CCOCC2)c(Cl)c1	-3%	0%	-14%	9	7%	-8	-8%	-17%	-1%	14	4%
Cc1ccccc1NC(=O)C1=CC=CN2CCS(=O)(=O)N=C12	13%	-9%	nt	-9	1%	nt	1%	nt	3%	-18	nt
COc1cc(C(=O)N(C)C2CCCCC2)ccc1OC1CCN(C(C)=O)CC1	?	-2%	1%	16	-1%	3	1%	-5%	-3%	4	5%[1.91 µM]
O=C(Nc1nnc(SCc2ccccc2)s1)c1cccs1	0%	0%	5%	-7	24%	9	15µM*	?	21%	23	-33%
O=C1C2C3C=CC(CC3)C2C(=O)N1c1ccc([N+](=O)[O-])cc1 (centres undefined)	3%	0%	12%	6	1%	2	-5%	0%	-3%	10	0%
O=C(CCC(=O)Nc1ccccc1Cl)NN=C1CCCC1	2%	3%	-3%	10	-3%	nt	-1%	-1%	2%	-3	-40%
Cn1c(SCc2cccc(Br)c2)nc2ccccc2c1=O	-17%	-1%	?	-7	-4%	1	10%	-5%	-3%	3	-1%
Cc1ccc(OCC(=O)NNC(=O)Cn2nnc(-c3ccccc3)n2)cc1	1%	-8%	-7%	-18	-2%	1	0%	-19%	-3%	43	-1%
CN1CC=C2C(C#N)=C(N)C(C#N)(C#N)C(c3cccc(Cl)c3Cl)C2C1 (centres undefined)	-6%	-7%	14%	-16	-2%	-6	-3%	-1%	-3%	-2	?
CC(C)(C)NC(=O)COC(=O)c1ccccc1Nc1ccc(SC(F)F)cc1	-11%	0%	?	-16	30%	0	?	?	24%	?	-40%
CNC(=O)c1csc(-c2ccc(C)cc2)n1	nt	-2%	-4%	-8	?	1	?	17µM*	?	10	-7%
Cc1ccc(CSCCNC(=O)c2ccc(C)cc2)cc1	-1%	-1%	-10%	-5	-4%	1	-4%	-13%	-8%	-2	36%
O=C(NNC(=O)c1ccccc1C(=O)O)c1cc2ccccc2o1	-14%	2%	4%	13	0%	4	0%[9.26 µM]	-20%	13%	1	-2%
O=C(/C(=C/O)N=Nc1ccccc1)c1ccncc1	-6%	-2%	13%	-3	0%	1	1%	1%	-2%	1	-26%
COc1cc2cnc(-c3ccccc3)cc2cc1OC	-21%	8%	nt	-12	nt	nt	?	nt	nt	-10	nt
CCOc1ccc(NC(=O)c2ccc(N3CC4CC(C3)c3cccc(=O)n3C4)c(NC(=O)CCN3CCOCC3)c2)cc1 (centres undefined)	4%	3%	16%	28	2%	3	1%	3%	0%	-22	-9%
O=C(CSc1nc2cc(Cl)ccc2s1)N1CCN(C(=O)c2ccco2)CC1	-2%	-1%	8%	8	1%	6	2%	-4%	-13%	-12	?
CC(C)N1CCN(S(=O)(=O)c2ccc3ccccc3c2)CC1	-1%	3%	-1%	20	-1%	-2	-1%	-3%	-6%	32	2%
COC(=O)c1cccc(NC(=O)CSc2nc(=O)cc(N)n2-c2ccccc2)c1	3%	-19%	1%	-6	-1%	3	7%	2%	5%	-2	13%
C=CCOc1ccc(C(c2c(C)n(C)n(-c3ccccc3)c2=O)c2c(C)n(C)n(-c3ccccc3)c2=O)cc1	0%	-1%	-4%	20	-3%	3	1%	0%	-5%	-25	35%
Cc1cc(NC(=O)c2ccco2)ncc1NC(=O)CCc1ccccc1	0%	3%	-4%	-2	11%	-4	1%	?	3%	-19	32%
COC(=O)CSC1=C(C#N)C(c2ccccc2OC)C(C(=O)OC)C(=O)N1 (centres undefined)	-5%	-4%	2%	2	2%	2	2%	0%	3%	1	?
COc1cccc(-c2cc(C(=O)Nc3ccccc3SC)no2)c1	nt	-1%	2%	1	?	4	?	7.6µM*	?	0	-23%
COC(=O)c1c(C)oc(C)c1S(=O)(=O)Nc1ccc(C(C)C)cc1	4%	0%	4%	1	-3%	-13	-1%	1%	1%	-16	44%
CCC/C=C1/CCCOC(C(=O)NCc2ccccn2)(C(F)(F)F)C1 (centres undefined)	2%	nt	-7%	5&7	nt	1	nt	nt	nt	22	-9%
Cc1cc(Cl)ccc1OCC(=O)Nc1ccccc1NS(=O)(=O)c1cccs1	1%	2%	-9%	0	-3%	4	-5%	?	1%	-2	?
O=C(NCC1CCCO1)c1c(O)c2c([nH]c1=O)CCCC2 (centres undefined)	-1%	-1%	-10%	2	?	0	15%	?	?	-11	9%
Cc1noc(C(=O)Nc2ccc(Cl)cc2)c1Cl	nt	5%	5%	nt	-1%	-1	0%	0%	5%	nt	0%
CCOc1ccc(N=C2C(=O)Nc3ccc(C)c(Br)c32)cc1	-6%	1%	-8%	-25	7%	-6	0%	-17%	-7%	-2	-2%
CC(C)c1ccccc1OCCNC(=S)NC(=O)c1cccnc1	-9%	0%	?	-8	-2%	-13	-8%	-5%	1%	-18	3.5µM*
COc1ccc(CC2(CO)CCN(Cc3ccc4nsnc4c3)CC2)cc1	2%	0%	7%	5	-2%	-1	-5%	-1%	3%	-1	5%
C=CCn1c(SCC(=O)NCC2CCCO2)nc2scc(-c3ccccc3)c2c1=O (centres undefined)	5%	1%	-3%	4	-2%	1	-7%	1%	0%	-3	17%
Cc1ccc(C(=O)N2CCc3ccccc32)cc1NC(=O)c1ccco1	-3%	1%	6%	-6	0%	-5	-2%	-6%	11%	-17	-3%
Cc1cc(CN(C)C(=O)C2CCC(=O)N(CCc3ccccc3)C2)n[nH]1 (centres undefined)	4%	3%	2%	-1	-2%	nt	1%	-1%	-3%	13	4%
NS(=O)(=O)c1ccc2nc(NC(=O)CS(=O)(=O)c3ccc(F)cc3)sc2c1	-2%	-1%	-1%	0	1%	2	-3%[9.26 µM]	-9%	7%	5	12%
CSc1ccc(/C=N/n2c(COc3ccccc3)n[nH]c2=S)cc1	4%	3%	?	-15	-2%	7	0%	-9%	-8%	-11	?
CSc1ccccc1C(=O)Nc1ccccc1C(=O)N1CCCC1	-4%	-3%	2%	30	-1%	-1	-1%	1%	-6%	12	2%
CC(C)(C)C(=O)OCc1nc(-c2ccc(Cl)cc2)cs1	-2%	1%	-23%	-2	3.5µM*	-1	?	1.2µM*	4.5µM*	-16	41%
Cc1cc(-c2ccc(C(C)C)c(S(=O)(=O)N3CCN(c4ccccn4)CC3)c2)on1	0.89µM*	1%	3%	-5	-25%	2	-26%	0%	-6%	-18	1%
COc1ccccc1N1CCN(C(=O)c2cc(C3CC3)on2)CC1	10%	2%	17%	-14	-1%	-3	-3%	2%	-2%	9	?
CO/N=C(\CS(=O)(=O)Cc1ccc(OC)cc1)c1ccc(Cl)cc1	-9%	0%	2%	-2	-7%	-2	0%	2%	3%	2	39%
COc1cc2c(OC(C)=O)c3c(c(-c4ccc5c(c4)OCO5)c2cc1OC)C(=O)OC3	87%[activator]	0%	-5%	-5&15	-21%	1	4%	4%	-23%	-14	?
CC(C)CNC(=S)NNC(=O)c1nn(C)cc1Cl	0%	3%	?	18	-3%	2	0%	3%	8%	8	?
CN1CCN(NC(=O)CSc2ccc(Cl)cc2Cl)CC1	2%	-1%	9%	-1	-12%	3	-1%	1%	0%	-4	35%
Cc1nn(C2CCS(=O)(=O)C2)c2nc(C3CC3)cc(C(=O)Nc3cccc(C#N)c3)c12 (centres undefined)	6%	1%	nt	-17	-4%	nt	-1%	1%	15%	-40	nt
CCCCN(C)C1=CC2=CC(=C(C#N)C#N)CCC2CC1 (centres undefined)	-1%	7%	6%	3	0%	-4	-4%	-11%	-7%	-102*	34%
